Assay outcomes: PubChem, University of Kansas High Throughput Screening Laboratory
mHTT CaM bind = inhibitors of human mutant huntingtin-calmodulin interaction. AlphaScreen His-mHTT/GST-CaM binding, luminescence. inhibition, % at 15 µM. 190,000 tested, 3.6% active. P42858. AID 1671202;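 further: 0% = both proteins with DMSO and 100% = one protein alone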
Pf apPOL block = Pf-apPOL DNA polymerase inhibition. inhibition, % at 10 µM. 210,000 tested, 0.25% active. AID 1794808. Recombinant Pf-apPOL, molecular beacon fluorescence, 1.5 h
The depositor's hits bear a star. No stated cut-off is given here; in the data, active means inhibition above about 50%; inactive means the rest.

Cc1ccc(S(=O)(=O)N2CCN(C(=O)CN3CCOCC3)C2C(C)C)cc1 (stereo unspecified) was read as mHTT CaM bind -7 and Pf apPOL block -3.
For COc1nccnc1N1CCC(N(C)C(=O)c2ccoc2)C1 (stereo unspecified) the results were mHTT CaM bind 2 and Pf apPOL block 1.
`O=C(C[n+]1ccccc1)Nc1noc2ccccc12` gave mHTT CaM bind -3 and Pf apPOL block -4.
Cc1cccnc1NC(=O)c1c[nH]c2c(C(F)(F)F)cccc2c1=O was read as mHTT CaM bind 0 and Pf apPOL block 1.
For CCCN(C)C(=O)C1c2ccccc2CC(=O)N1Cc1ccccc1 (stereo unspecified) the results were mHTT CaM bind -2 and Pf apPOL block 1.
`O=C(Nc1cccc(Cl)c1)Nc1ccccc1Cl` gave mHTT CaM bind -20 and Pf apPOL block -7.
COCCNC(=O)C(NC(=O)c1ccc([N+](=O)[O-])cc1)C12CC3CC(CC(C3)C1)C2 (stereo unspecified) was read as mHTT CaM bind 0 and Pf apPOL block -1.
Screening O=C(c1ccc(Br)cc1)N(c1ccccn1)C1CCCCC1 returned mHTT CaM bind -2 and Pf apPOL block -10.
`CC(C)CNc1cccc2c1S(=O)(=O)N(Cc1cn(Cc3cccc(F)c3)nn1)Cc1ccccc1O2` gave mHTT CaM bind -9 and Pf apPOL block -1.
`CCCC(=O)N1CCC(c2ccn3ncc(C(=O)N4CCCC4)c3c2)CC1` gave mHTT CaM bind -4 and Pf apPOL block 0.
Screening Cc1cccc(C(=O)Nc2nccn(-c3cc(C)cc(C)c3)c2=O)c1 returned mHTT CaM bind 6 and Pf apPOL block -3.
`Cc1nc2sccn2c(=O)c1NC(=O)c1ccc(S(=O)(=O)N2CCOCC2)cc1` gave mHTT CaM bind -20 and Pf apPOL block -6.
`Cn1c(N2CCC(C(=O)N3CCN(c4ccc(F)cc4)CC3)CC2)cc(=O)n(C)c1=O` gave mHTT CaM bind 33 and Pf apPOL block -1.
Screening C=CCNC(=O)CSCc1ccc(Cl)cc1 returned mHTT CaM bind 0 and Pf apPOL block -5.
CCCc1nn(-c2ccc(Cl)c(Cl)c2)c(CC)c1C(=O)N1CCOCC1 was read as mHTT CaM bind 67* and Pf apPOL block -5.
For COc1cc2c(cc1OC)C(COc1cc(C)cc(C)c1)N(C(=O)C(C)C)CC2 (stereo unspecified) the results were mHTT CaM bind 46 and Pf apPOL block -7.
CCC(=O)NC(Cc1ccccc1)c1nnc(N2CCCCC2)o1 (stereo unspecified) was read as mHTT CaM bind -6 and Pf apPOL block -5.
For Cn1c(CCNC(=O)c2ccco2)nc2ccccc21 the results were mHTT CaM bind -10 and Pf apPOL block -8.
COc1ccc(N2CC(C(=O)N(C)C)CC2=O)cc1 (stereo unspecified) was read as mHTT CaM bind 0 and Pf apPOL block -4.
For CCCn1cnc2c1c(=O)n(C1CCCCC1)c(=O)n2-c1ccccc1 the results were mHTT CaM bind 13 and Pf apPOL block -1.
For CC(C)c1cc(C(=O)O)n[nH]1 the results were mHTT CaM bind -3 and Pf apPOL block 1.
Screening COc1ccc(CC(=O)N2CCC(CCOc3ccccc3)CC2)cc1 returned mHTT CaM bind 7 and Pf apPOL block -2.
Cc1cc2c(cc1C)C(c1ccsc1)CC(=O)N2 (stereo unspecified) was read as mHTT CaM bind 13 and Pf apPOL block -2.
For CCCc1cc(=O)[nH]c(SCC(=O)NC2CCCC2)n1 the results were mHTT CaM bind -7 and Pf apPOL block 3.
For COc1ccc(CN2CCC(N(C)C)C(CO)C2)cc1Br (stereo unspecified) the results were mHTT CaM bind -1 and Pf apPOL block 1.
Screening O=C1/C(=C/c2cc(Br)ccc2O)N=C2CCCCCN12 returned mHTT CaM bind 8 and Pf apPOL block -1.
Screening Cc1c(C(=O)N2CC(C)CC(C)C2)oc2ccc(S(=O)(=O)N3CCC4(CC3)OCCO4)cc12 (stereo unspecified) returned mHTT CaM bind 21 and Pf apPOL block 2.
For Fc1cccc(-c2nnc3n2N=C(c2ccc(Cl)cc2)CS3)c1 the results were mHTT CaM bind 2 and Pf apPOL block -4.
`CC(=O)C1=C(C)NC(SCC(=O)c2ccc(Cl)cc2)=C(C#N)C1c1ccccc1` (stereo unspecified) gave mHTT CaM bind -28 and Pf apPOL block 1.
Cc1ccc(S(=O)(=O)n2cc([N+](=O)[O-])cn2)cc1 was read as mHTT CaM bind -1 and Pf apPOL block -4.

No new results follow: 12 of the compounds above.
For COc1cc2c(cc1OC)C(COc1cc(C)cc(C)c1)N(C(=O)C(C)C)CC2 (stereo unspecified) the results were mHTT CaM bind 46 and Pf apPOL block -7.
CCC(=O)NC(Cc1ccccc1)c1nnc(N2CCCCC2)o1 (stereo unspecified) was read as mHTT CaM bind -6 and Pf apPOL block -5.
For Cn1c(CCNC(=O)c2ccco2)nc2ccccc21 the results were mHTT CaM bind -10 and Pf apPOL block -8.
COc1ccc(N2CC(C(=O)N(C)C)CC2=O)cc1 (stereo unspecified) was read as mHTT CaM bind 0 and Pf apPOL block -4.
For CCCn1cnc2c1c(=O)n(C1CCCCC1)c(=O)n2-c1ccccc1 the results were mHTT CaM bind 13 and Pf apPOL block -1.
For CC(C)c1cc(C(=O)O)n[nH]1 the results were mHTT CaM bind -3 and Pf apPOL block 1.
Screening COc1ccc(CC(=O)N2CCC(CCOc3ccccc3)CC2)cc1 returned mHTT CaM bind 7 and Pf apPOL block -2.
Cc1cc2c(cc1C)C(c1ccsc1)CC(=O)N2 (stereo unspecified) was read as mHTT CaM bind 13 and Pf apPOL block -2.
For CCCc1cc(=O)[nH]c(SCC(=O)NC2CCCC2)n1 the results were mHTT CaM bind -7 and Pf apPOL block 3.
For COc1ccc(CN2CCC(N(C)C)C(CO)C2)cc1Br (stereo unspecified) the results were mHTT CaM bind -1 and Pf apPOL block 1.
Screening O=C1/C(=C/c2cc(Br)ccc2O)N=C2CCCCCN12 returned mHTT CaM bind 8 and Pf apPOL block -1.
Screening Cc1c(C(=O)N2CC(C)CC(C)C2)oc2ccc(S(=O)(=O)N3CCC4(CC3)OCCO4)cc12 (stereo unspecified) returned mHTT CaM bind 21 and Pf apPOL block 2.

New compounds follow.
O=C(NCCCN1CCc2ccccc2C1)C1CCN(c2nc3cccnc3s2)CC1 was read as mHTT CaM bind -18 and Pf apPOL block -5.
Screening COc1cc(OC)cc(C(=O)N2CC3CC2CC3NC(=O)c2ccccc2)c1 (stereo unspecified) returned mHTT CaM bind 4 and Pf apPOL block -3.
CC1(C)CC(=O)C2=C(C1)Nc1ccccc1NC2c1cccc(F)c1 (stereo unspecified) was read as mHTT CaM bind 3 and Pf apPOL block -3.
`CSc1nc2ccc3nc(NC(=O)c4cccc(Cl)c4)sc3c2s1` gave mHTT CaM bind -6 and Pf apPOL block 0.
Screening Cc1ccc(COC[C@H](CC(C)C)N2CCN(C(=O)c3cccc(C(F)(F)F)c3)CCC2=O)cc1 returned mHTT CaM bind 91* and Pf apPOL block -2.
For Cc1ccc(NC(=O)c2ccc(F)c(S(=O)(=O)N3CCC(C(=O)O)CC3)c2)cc1F the results were mHTT CaM bind 6 and Pf apPOL block -5.
CCCn1c(=O)c(-c2nc(-c3ccc(F)cc3)no2)c(O)c2ccccc21 was read as mHTT CaM bind 6 and Pf apPOL block 13.
`CCc1nccn1CC1CCN(C(=O)c2ccccc2C(F)(F)F)CC1` gave mHTT CaM bind -15 and Pf apPOL block -4.
Screening CC(C)(C)c1cc(C(C)(C)C)c2oc(C(=O)O)cc(=O)c2c1 returned Pf apPOL block -3.
Cc1ccccc1C(=O)NCc1cccc(CNC(=O)c2ccccc2C)c1 was read as mHTT CaM bind 0 and Pf apPOL block 1.
`O=c1c2scc(-c3ccc(Br)cc3)c2ncn1Cc1ccccc1` gave mHTT CaM bind -13 and Pf apPOL block -4.
`CC1(C)CC(=O)C=C(Nc2ccccc2C#N)C1` gave mHTT CaM bind -1 and Pf apPOL block -1.
Screening O=S(=O)(Nc1cc(Cl)cc(Cl)c1)c1ccc(Cl)cc1 returned mHTT CaM bind -24.
`Oc1oc(-c2ccc(Cl)cc2)nc1C=Nc1ccc(Cl)cn1` gave mHTT CaM bind -1 and Pf apPOL block 62*.
For Cc1ccc(Cc2nnc(NC(=O)Cc3ccccc3Cl)o2)c(C)c1 the results were mHTT CaM bind -7 and Pf apPOL block -21.
CS(=O)(=O)Nc1cccc(NC(=O)c2coc(NC(=O)c3ccccc3)n2)c1 was read as mHTT CaM bind 6 and Pf apPOL block -8.
O=C(COc1ccccc1)NCC1Cc2cc(F)ccc2O1 (stereo unspecified) was read as mHTT CaM bind -4 and Pf apPOL block -2.
`CCOc1ccc(CN2CCN(c3ccc([N+](=O)[O-])cc3)CC2)cc1` gave mHTT CaM bind 20 and Pf apPOL block -9.
O=C1OC(c2ccc(Cl)cc2)=N/C1=C/c1ccc([N+](=O)[O-])cc1 was read as mHTT CaM bind -3 and Pf apPOL block -1.
O=S(=O)(c1cc(F)ccc1F)N(Cc1ccsc1)Cc1ccco1 was read as mHTT CaM bind -42 and Pf apPOL block -4.
`CC(C)(C)C(=O)CSc1nnc(-c2ncc(C(F)(F)F)cc2Cl)n1-c1ccc(Cl)cc1` gave Pf apPOL block -24.
Screening C=CCn1c(=O)c(-c2nc(-c3ccc(C)cc3)no2)c(O)c2ccccc21 returned mHTT CaM bind 6 and Pf apPOL block 7.
For C[N+](C)(CCC#N)Cc1cccc2ccccc12 the results were mHTT CaM bind -8.
`Nc1nc2cc3c(cc2s1)OCCO3` gave mHTT CaM bind -8 and Pf apPOL block -6.
Screening C=CCN1C(=O)c2ccccc2C1C(=O)NC1CCCCC1 (stereo unspecified) returned mHTT CaM bind -8 and Pf apPOL block -13.
For CCOc1cc(S(=O)(=O)N2CCN=C2C)ccc1F the results were mHTT CaM bind -2.
For O=C(NCc1cc(F)ccc1F)C1CCCN(c2cn[nH]c(=O)c2)C1 (stereo unspecified) the results were mHTT CaM bind -6 and Pf apPOL block -1.
`CC(C)NC(=O)N1CCCC(c2cccc(C(=O)N3CCN(c4ccccn4)CC3)c2)C1` (stereo unspecified) gave mHTT CaM bind 26 and Pf apPOL block -5.
`Cc1cccc(-n2nc3c(c2NC(=O)c2ccc(F)cc2)CS(=O)(=O)C3)c1C` gave mHTT CaM bind 3 and Pf apPOL block -6.
Screening CCOC(=O)C1C(=O)C=C(c2cccs2)CC1c1ccc(OC)cc1 (stereo unspecified) returned mHTT CaM bind 1 and Pf apPOL block 4.

For reference, some entries already given:
`Cc1cccc(-n2nc3c(c2NC(=O)c2ccc(F)cc2)CS(=O)(=O)C3)c1C` gave mHTT CaM bind 3 and Pf apPOL block -6.
Screening CCOC(=O)C1C(=O)C=C(c2cccs2)CC1c1ccc(OC)cc1 (stereo unspecified) returned mHTT CaM bind 1 and Pf apPOL block 4.

Going on with the list.
`COc1ccc(N(C(=O)c2cccc([N+](=O)[O-])c2)C(C)C2CC2)cc1` (stereo unspecified) gave mHTT CaM bind 2 and Pf apPOL block -12.
Cc1cc(Nc2ccc(Br)cc2)nc(-c2ccccc2O)n1 was read as mHTT CaM bind -12 and Pf apPOL block -3.
`CCOc1ccc(CC(=O)Nc2nc3c(s2)C(=O)CC(C)(C)C3)cc1` gave mHTT CaM bind -1 and Pf apPOL block -4.
Screening Cc1ccc(OCC(O)CN2CCCCC2)c(C)c1 (stereo unspecified) returned mHTT CaM bind 3 and Pf apPOL block -1.
COc1ccc(NC(=O)C2CCc3sc(C(=O)N4CCOCC4)cc3C2)c(C)c1 (stereo unspecified) was read as mHTT CaM bind 15 and Pf apPOL block -4.
C#CCOc1ccc(/C=C2/C(=O)N(c3ccc(Cl)c(C(=O)O)c3)N=C2C)cc1OCC was read as mHTT CaM bind 9 and Pf apPOL block -3.
`O=C1OC(c2ccc(Cl)cc2)=N/C1=C\C=C\c1ccco1` gave mHTT CaM bind 68* and Pf apPOL block 4.
CCc1nnc(NC(=O)C(Br)C(C)C)s1 (stereo unspecified) was read as mHTT CaM bind -6 and Pf apPOL block -4.
Screening CCCCOc1ccc(C(CC(=O)O)CC(=O)O)cc1 returned mHTT CaM bind -2 and Pf apPOL block -8.
For COc1ccc(-n2nc3cc(C)c(NC(=O)c4ccc(C)c([N+](=O)[O-])c4)cc3n2)cc1 the results were mHTT CaM bind -2 and Pf apPOL block -10.
`O=C(c1ccc(F)cc1)N1CCN(c2nnnn2-c2ccccc2)CC1` gave mHTT CaM bind 9 and Pf apPOL block -9.
For CCC(=O)Nc1ccc(NC(=O)COc2ccc(Cl)cc2Cl)cc1 the results were mHTT CaM bind 5 and Pf apPOL block 3.
COc1ccc(COCC(O)CN2CCN(C)CC2)cc1OC (stereo unspecified) was read as mHTT CaM bind -2 and Pf apPOL block -2.
For Cc1nc(C(=O)NCc2ccccn2)c(C)o1 the results were mHTT CaM bind -8 and Pf apPOL block -7.
For COc1ccc(NC(=O)N2CCC(c3nc(C(=O)N(C)C)c(C)o3)CC2)cc1Cl the results were mHTT CaM bind 2 and Pf apPOL block 8.
For O=C(CCn1c(=O)oc2ccccc21)Nc1ccc(F)cc1F the results were mHTT CaM bind -8 and Pf apPOL block -2.
Screening COc1cc2c(cc1OC)CN(Cc1ccccn1)CC2 returned mHTT CaM bind -4 and Pf apPOL block 5.
`O=C(c1ccc(Cl)cc1)N1CC(C(=O)N2CCCC2)C(c2ccccc2)C1` (stereo unspecified) gave mHTT CaM bind 12 and Pf apPOL block -4.
`CCOc1ccc(CNC(=O)C2CCCN(C(=O)Cc3cccc4ccccc34)C2)cc1` (stereo unspecified) gave mHTT CaM bind 8 and Pf apPOL block -2.
Screening CN(Cc1nc(-c2ccc(N3CCCCC3)nc2)no1)C1CCCCC1 returned mHTT CaM bind 2 and Pf apPOL block -1.
For O=C(c1ccccc1[N+](=O)[O-])N1CCn2c1nc1ccccc12 the results were mHTT CaM bind 0 and Pf apPOL block -1.
Screening Cc1ccccc1N1C=C(C#N)S(=O)(=O)c2ccc(Cl)cc21 returned mHTT CaM bind -4 and Pf apPOL block 2.
Screening CC(/C=C/c1ccccc1)NC(N)=O (stereo unspecified) returned mHTT CaM bind 1 and Pf apPOL block -1.
O=C(NCc1ccc2c(c1)OCO2)C1CCCN(Cc2nc(-c3cccs3)no2)C1 (stereo unspecified) was read as mHTT CaM bind 6 and Pf apPOL block -10.
